# Assay outcomes from PubChem.
# Growth percent in the NCI-60 one-dose screen (48 h, 10 µM unless noted): 100 = growth as untreated, 0 = no growth, -100 = all killed.
# UACC-257: UACC-257 melanoma. 4.4% of 78,000 active. AID 1794764
# SK-MEL-5: SK-MEL-5 melanoma | 6.4% of 80,000 active
# EKVX: EKVX NSCLC; 3% of 71,000 active; AID 1794765
# UACC-62: UACC-62 melanoma | 5.4% of 81,000 active
# SK-MEL-2: SK-MEL-2 melanoma; AID 1794763; 4.7% of 77,000 active
# M14: M14 melanoma; 6.2% of 80,000 active; AID 1794745
# MALME-3M: MALME-3M melanoma; 5.8% of 78,000 active
# A549/ATCC: A549/ATCC NSCLC | 3.7% of 81,000 active
# The depositor's hits bear a star; . = no result given; & = joins results of further samples; [ ] = dose if it differs, or a comment. The calls were made as follows: active = growth percent below 10; inactive = the rest. Compounds as they come; any-hit rate near 9.8%.
# The first 15 compounds, to show the layout:
SMILES,UACC-257,SK-MEL-5,EKVX,UACC-62,SK-MEL-2,M14,MALME-3M,A549/ATCC
CCOC(=O)C1=C(N)N(c2ccc(C)cc2)C2=C(C(=O)CC(C)(C)C2)C1c1ccccc1Cl (stereo unspecified),97,84,85,77,101,95,91,87
Cc1c(NC(C)C)c(=O)n(-c2ccccc2)n1C,96,.,104,109,108,106,94,93
Cc1ccc(-c2cnc3nonc3n2)cc1,74,66,76,69,84,89,91,83
Clc1ccc2c(c1)sc1nc(-c3c[nH]c4ccccc34)c(Nc3ccccc3)n12,105,103,96,89,109,100,101,103
O=C(C1=Cc2cccn2Cc2cnnn21)c1ccc(-c2ccccc2)cc1,91,96,100,71,99,85,89,93
O=c1c2c3c(sc2nc(SCc2ccccc2)n1-c1ccc([N+](=O)[O-])cc1)CCCCC3,95,97,81,86,101,97,100,93
CC(C)(Oc1ccc(CCNC(=O)c2ccc(Cl)cc2)cc1)C(=O)O,103,114,99,106,99,103,96,107
CN(C)c1ccc(/C=N/NC(=O)c2ccc(S(C)(=O)=O)cc2)cc1,61,101,104,99,92,111,107,72
O=C(Nc1cccc(NC(=O)c2cccc3ccccc23)c1)c1ccccn1,117,99,91,95,92,95,103,101
N=C(c1ccccc1)N1CCN(Cc2ccccc2)CC1,95,97,106,.,102,93,102,83
Cc1ccc2cccc(N)c2n1,101,89,106,103,97,98,90,107
COc1cc(/C=C/c2cc(/C=C/c3ccc(O)c(OC)c3)n(-c3c(Cl)cccc3Cl)c(=O)n2)ccc1O,41,.,41,38,83,7.7*,59,44
Cc1c(/C=C2\Cc3ccc(Cl)cc3C2=O)c(=O)n(-c2ccccc2)n1C,99,102,88,90,105,93,107,99
O=C1OC(c2ccccc2)(c2ccccc2)c2ccccc21,98,99,107,82,91,101,125,96
O=C1NC(=NC(=O)c2ccccc2)S/C1=C/c1ccccc1O,98,94,96,89,109,87,97,93

# This part in full (from the top)
SMILES,UACC-257,SK-MEL-5,EKVX,UACC-62,SK-MEL-2,M14,MALME-3M,A549/ATCC
CCOC(=O)C1=C(N)N(c2ccc(C)cc2)C2=C(C(=O)CC(C)(C)C2)C1c1ccccc1Cl (stereo unspecified),97,84,85,77,101,95,91,87
Cc1c(NC(C)C)c(=O)n(-c2ccccc2)n1C,96,.,104,109,108,106,94,93
Cc1ccc(-c2cnc3nonc3n2)cc1,74,66,76,69,84,89,91,83
Clc1ccc2c(c1)sc1nc(-c3c[nH]c4ccccc34)c(Nc3ccccc3)n12,105,103,96,89,109,100,101,103
O=C(C1=Cc2cccn2Cc2cnnn21)c1ccc(-c2ccccc2)cc1,91,96,100,71,99,85,89,93
O=c1c2c3c(sc2nc(SCc2ccccc2)n1-c1ccc([N+](=O)[O-])cc1)CCCCC3,95,97,81,86,101,97,100,93
CC(C)(Oc1ccc(CCNC(=O)c2ccc(Cl)cc2)cc1)C(=O)O,103,114,99,106,99,103,96,107
CN(C)c1ccc(/C=N/NC(=O)c2ccc(S(C)(=O)=O)cc2)cc1,61,101,104,99,92,111,107,72
O=C(Nc1cccc(NC(=O)c2cccc3ccccc23)c1)c1ccccn1,117,99,91,95,92,95,103,101
N=C(c1ccccc1)N1CCN(Cc2ccccc2)CC1,95,97,106,.,102,93,102,83
Cc1ccc2cccc(N)c2n1,101,89,106,103,97,98,90,107
COc1cc(/C=C/c2cc(/C=C/c3ccc(O)c(OC)c3)n(-c3c(Cl)cccc3Cl)c(=O)n2)ccc1O,41,.,41,38,83,7.7*,59,44
Cc1c(/C=C2\Cc3ccc(Cl)cc3C2=O)c(=O)n(-c2ccccc2)n1C,99,102,88,90,105,93,107,99
O=C1OC(c2ccccc2)(c2ccccc2)c2ccccc21,98,99,107,82,91,101,125,96
O=C1NC(=NC(=O)c2ccccc2)S/C1=C/c1ccccc1O,98,94,96,89,109,87,97,93
O=C1c2ccccc2C2NCCCN12 (stereo unspecified),95,101,107,107,95,110,111,95
CC1(C)CC[C@]23CC[C@]4(C)[C@H](CC[C@@H]5[C@H]6c7c([nH]c8ccccc8c7=O)C(C)(C)[C@@H]6CC[C@]54C)[C@H]2C1OC3=O,102,87,93,80,82,91,106,82
Nc1oc2ccc(Cl)cc2c(=O)c1-c1ccc(Cl)cc1,99,95,99,81,91,80,108,92
O=C(Nc1cccc2c1CCCC2)c1cc2c([nH]c1=O)CCCC2,97[500 µM],100[500 µM],88[500 µM],98[500 µM],102[500 µM],102[500 µM],93[500 µM],103[500 µM]
COc1cccc(-c2nn(-c3ccccc3)cc2-c2ccnc(NCCNC(=O)Nc3cccc(C(F)(F)F)c3)c2)c1,28,39,45,-7.8*,-25*,7.5*,51,7.1*
Nc1ccccc1-c1ccc(-c2ccc(Cl)cc2)c2c1[nH]c1ccccc12,81,87,71,60,80,49,90,68
CCOC(=O)C(CO)C1CCCC1 (stereo unspecified),90,98,97,95,107,92,82,87
CCN(CCC#N)c1cccc(C)c1,95,102,115,100,110,118,109,88
COc1ccc(OC)c2c(-c3ccccc3)c3ccccc3c(-c3ccccc3)c12,95,85,92,89,92,93,107,83
Cc1ccccc1[C@@H]1C[C@@H]2Cc3cc(Br)c4ccccc4c3N1O2,95,106,108,96,.,93,86,98
CC(C#N)N(C(C)C#N)N(C)C (stereo unspecified),99,112,95,101,100,99,.,100
CCn1ncc2c1nc(-c1ccccc1)c[n+]2[O-],86,97,92,93,90,120,121,78
COc1ccc(-c2n/c(=C\c3c(O)[nH]c4ccc(OC)cc34)cc3c2=Nc2ccccc2-3)cc1,84,18,.,-56*,97,-40*,.,19
C=C(OC1CC(Oc2ccc(C(C)C)cc2)(C(C)C)CCC1(C)O)C(O)(CCC(C)(O)C(=O)OC1(C(C)C)CC=C(C)CC1)C(C)C (stereo unspecified),93,95,101,96,103,114,113,100
Cc1ccc(Cc2ccc(C)cc2)cc1,93,101,95,104,100,100,87,102
COC(=O)[C@]12CC[C@@H](C(/C=C/c3cccnc3)=N/O)[C@@H]1[C@H]1CC[C@@H]3[C@@]4(C)CC(=C/c5cccnc5)/C(=N/O)C(C)(C)[C@@H]4CC[C@@]3(C)[C@]1(C)CC2,59,-22*,26,16,46,19,39,45
COc1cc(NC(=O)CSc2nc3ccc(Cl)cc3c(=O)n2-c2ccccc2)cc(OC)c1OC,102,84,76,75,100,94,88,89
C=C[C@]1(C)C[C@@H](OC(=O)CSC2CC3CCC(C2)N3C)[C@]2(C)C(C)CCC3(CCC(=O)C32)[C@@H](C)[C@@H]1O (stereo partly specified),105,99,82,110,.,98,91,69
C=CCNC(=S)NNc1ccc([N+](=O)[O-])cn1,98,94,100,99,94,96,80,101
CN[C@]1(c2ccccc2Cl)CCCC[C@H]1NCCc1ccc(OC)c(OC)c1,102,101,101,96,104,103,95,98
Cc1ccc(NCc2ccc(Oc3ncnc4ccccc34)cc2)cc1,108,85,89,87,101,92,104,95
O=C1Nc2ccc(Br)cc2C1=N/C=c1\[nH]c(=O)/c(=C/c2ccc(Cl)cc2)s1,96,99,.,91,100,101,94,85
CS(=O)(=O)c1ncc(Br)c(Cl)n1,96,102,107,93,100,110,114,88
O=C(CC1(O)C(=O)Nc2ccc(Br)cc21)c1ccc(Cl)cc1 (stereo unspecified),88,97,94,98,97,99,103,91
COC(=O)c1cc(/C=C/c2ccccc2)[nH]c(=O)c1C#N,104,100,92,92,121,96,96,98
CCCCNC(=O)Oc1ccc(/C(=C(/C)Cc2ccc(OC)cc2)c2ccc(OCCN(CC)CC)cc2)cc1,91,79,84,85,102,52,88,61
CCCCCCCC(=O)SCC/C=C/[C@@H]1CC(=O)NCc2cccc(n2)CN(Cc2ccc3ccccc3c2)CC(=O)N[C@@H](C(C)C)C(=O)O1,.,9.2*,54,.,56,28,8.1*,35
O=c1[nH]c(=O)n(C2OC(CO)C(O)C2O)cc1I (stereo unspecified),101&97,113&101,99&100,103&102,124,91&104,107&100,100&96
Cc1ccc(-n2c(-c3ccccc3)c(-c3ccccc3)c3c(SCC(=O)n4nc(C)cc4C)ncnc32)cc1,109,85,71,69,107,103,106,95
COc1ccc(-c2nn(-c3ccccc3)cc2/C=C2\SC(N3CCN(c4ccccc4)CC3)=NC2=O)cc1,98,98,91,95,97,100,104,95

# Looked up above.
# SK-MEL-5 with C=CCNC(=S)NNc1ccc([N+](=O)[O-])cn1 : 94
# UACC-62 with COC(=O)c1cc(/C=C/c2ccccc2)[nH]c(=O)c1C#N : 92

# New compounds follow:
SMILES,UACC-257,SK-MEL-5,EKVX,UACC-62,SK-MEL-2,M14,MALME-3M,A549/ATCC
Cc1ccc2c(c1)Nc1ccc(C)cc1C2(C)C,110,98,88,100,89,98,99,93
CCOC(=O)c1ccccc1OCc1ccccc1,86,100,98,.,93,114,88,89
CCNC(=O)C#Cc1ccc2c(C(=Nc3ccc(CN(C)C)cc3)c3ccccc3)c(O)[nH]c2c1,-36*,17,49,-32*,.,-34*,-11*,6.5*
O=C(Nc1cccc(Br)c1)Oc1ccc(Cl)c2cccnc12,7.3*[100 µM],9.3*[100 µM],-18*[100 µM],-30*[100 µM],17[100 µM],8.2*[100 µM],27[100 µM],24[100 µM]
Cc1ccc(C(=O)N/N=C/c2ccccc2)cn1,99,100,96,92,100,101,108,94
O/N=C/c1cc[n+](CCC[n+]2ccc(/C=N/O)cc2)cc1,95,107,.,107,130,111,97,102
CC1(C)CC(=O)C2=C(C1)N(c1ccc(F)cc1F)C(N)=C(C#N)C2c1ccccc1Br (stereo unspecified),102,61,89,69,103,98,106,84
CCOC(=O)c1cn2c(c1C(=O)OCC)C(O)(c1ccc(Br)cc1)N(C)c1ccccc1-2 (stereo unspecified),101,99,97,86,106,106,108,99
CC(C)NC(=S)Nc1c(N)[nH]c(=O)[nH]c1=O,112,108,117,102,.,111,137,117
COc1ccc2nc(Cl)c(Cn3nnnc3Cc3ccccc3)cc2c1,.,62,73,50,89,77,57,79
NNC(=O)c1nc[nH]c1C(=O)NN,103,96,98,99,107,96,105,106
COC1C[C@H](O[C@@H]2C[C@H](O[C@@H]3C[C@H](O[C@@H]4C(=O)c5c(cc6cc(O[C@H]7C[C@@H](O[C@H]8C[C@@H](O)[C@H](O)C(C)O8)[C@H](O)C(C)O7)c(C)c(O)c6c5O)C[C@H]4C(OC)C(=O)[C@@H](O)[C@@H](C)O)OC(C)[C@H]3O)OC(C)[C@@H]2O)OC(C)[C@@H]1O (stereo partly specified),-37*,-38*,7.0*,-65*,-62*,-23*,-59*,1.7*
CCCNC(C)(C)COC(=O)c1ccccc1,99,100,104,106,90,95,97,94
COc1cccc2c1C(=O)c1c(O)c3c(c(O)c1C2=O)C[C@@](O)(C(=O)COC(=O)c1cccnc1)C[C@@H]3OC1CC(N)C(O)C(C)O1 (stereo partly specified),-55*,-49*,.,-88*,-71*,-43*,-67*,-0.9*
O=C1/C(=C/C=C/c2ccco2)SC(=S)N1CCc1ccccc1,98,71,89,83,.,98,75,77
CCOC(=O)c1cc(C(=O)c2cc(OC)c(OC)c(OC)c2)n2ccc(-c3ccncc3)cc12,81,83,101,98,87,101,88,80
O=C(Cc1nc2ccc(Cl)cc2nc1CC(=O)c1ccccc1)c1ccccc1,94,83,46,58,121,94,89,79
COc1ccccc1C(N)=O,106,97,91,101,109,119,102,95
CC(=O)O[C@H]1CC[C@]2(C)[C@H]3CC[C@@H]4[C@H]5[C@H](C(C)C)CC[C@]5(C(=O)OCC(CO)(CO)N=C(N)N)CC[C@@]4(C)[C@]3(C)CC[C@H]2C1(C)C,90,81,89,87,102,73,17,55
CN1C(=O)/C(=C/c2cn(-c3ccccc3)nc2-c2ccccc2)SC1=S,106,98,102,87,107,103,114,102
C=C1CCC2C3(C)COC(c4ccccc4)OC3CCC2(C)C1C/C=C1/C(=O)OCC1OC(C)=O (stereo unspecified),91,61,104,90,95,89,105,84
CCCCNCC(O)c1cc2c(Cl)cc(Cl)cc2c2cc(C(F)(F)F)ccc12 (stereo unspecified),-72*,-35*,-59*,-84*,-65*,-87*,-61*,-83*
O=[N+]([O-])c1ccc(-c2cn3nc(-c4c[nH]c5ccc(Br)cc45)sc3n2)cc1,103,94,96,86,91,86,87,99
CCCCOc1ncnc2c1CC(C)c1ccccc1N2C (stereo unspecified),.,90,93,84,87,104,106,94
